ALDH1A1 block = blocks purified human ALDH1A1 activity; P00352; Purified ALDH1A1, NADH fluorescence, propionaldehyde substrate; Potency, µM (highest dose often 75.3 µM), without a hit: at the top dose activity, negative = inhibition, most hits filed as inhibitors; 220,000 tested, 7.3% active; AID 1030; active = well fitted inhibition curve with a large enough effect, not every such curve was filed as active; inconclusive = small, poorly fitted or top-dose-only effect, or another doubt; inactive = no such curve, though single readings can be large or run the other way;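 note: plate controls were no enzyme wells and a reference inhibitor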
SMN2 splice up = increases expression of the SMN2 splice variant; AID 1458; Potency, µM (titrated, usually from 46.1 µM), for the others: at the top dose activity change, positive = activation, actives largely listed as activators; 210,000 tested, 2.8% active; HEK293 SMN2-luciferase splicing reporter, luminescence, 30-36 h; note: % of control where 0% means no effect; nearly all actives have a fitted effect of over 55% in size
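HEK293 cells carry an SMN2 […]–luciferase reporter in which exon 7 inclusion puts luciferase in frame. Cells were plated 10-12 h before compound addition, then incubated 30-36 h at 37C. ONE-Glo luminescence was read; sodium butyrate at 4.5 mM final served as control.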
aGlu spleen mod = inhibitors or activators of human alpha-glucosidase in spleen homogenate; human spleen homogenate, 4-MU-alpha-glucoside fluorescence; Potency, µM (highest dose often 79.9 µM), for inactives: at the highest dose activity change, negative = inhibition, most hits filed as inhibitors; 240,000 tested, 0.006% active;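 note: 0% = enzyme with vehicle and -100% = no enzyme basal signal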
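Enzyme source: human spleen homogenate, 1 ug/well. Buffer 50 mM citric acid/K phosphate pH 5.0, 0.01% Tween-20. 4-MU-alpha-glucoside 1 mM; 37 C x 40 min; NaOH/glycine stop; fluorescence.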
GLA spleen mod = inhibitors or activators of human alpha-galactosidase in spleen homogenate; human spleen homogenate, 4MU-alpha-Gal fluorescence, 40 min; AID 2107; Potency, µM (top dose mostly 80 µM), for inactives: top-dose activity change, negative = inhibition, usual class: inhibitors; 240,000 tested, 0.008% active; P06280;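 note: 0% = enzyme with vehicle and -100% = no enzyme basal signal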
Target sequence (P06280 32-429 limits assumed): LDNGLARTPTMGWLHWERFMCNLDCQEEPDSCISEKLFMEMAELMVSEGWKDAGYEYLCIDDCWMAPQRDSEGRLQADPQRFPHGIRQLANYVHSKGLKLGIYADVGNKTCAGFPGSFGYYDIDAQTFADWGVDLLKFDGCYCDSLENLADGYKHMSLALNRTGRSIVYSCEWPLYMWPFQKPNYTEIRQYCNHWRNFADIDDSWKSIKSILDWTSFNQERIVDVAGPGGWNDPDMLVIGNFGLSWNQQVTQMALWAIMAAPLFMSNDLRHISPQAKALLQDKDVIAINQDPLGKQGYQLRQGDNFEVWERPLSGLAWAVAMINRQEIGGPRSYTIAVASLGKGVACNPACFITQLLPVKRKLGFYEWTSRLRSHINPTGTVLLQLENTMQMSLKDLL
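Human spleen homogenate (1 ug) was the enzyme source, with 4-methylumbelliferyl-alpha-D-galactopyranoside (1 mM final) in pH 5.0 citrate buffer with 0.01% Tween-20. Compounds were titrated; after 40 min at 37C, NaOH/glycine stop, 4-MU fluorescence read; AC50 from Hill fits.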
GoLoco inh red = RGS12 GoLoco-Gai1 interaction inhibition; AID 880; Gai1:RGS12 GoLoco peptide FP, rhodamine, 10 min; 230,000 tested, 0.44% active; Potency, µM (top dose mostly 61.6 µM), for the others: top-dose activity, negative = inhibition, actives largely listed as inhibitors; P63096; active = well fitted inhibition curve with a large enough effect, not every such curve was filed as active; inactive = no such curve, though single readings can be large or run the other way; note: % is set by controls: 0 for no effect and ±100 for the full control effect; nearly all actives have a fitted effect of over 30% in size; many of its hits are not listed in these tables
Target sequence (P63096 whole entry, looked up): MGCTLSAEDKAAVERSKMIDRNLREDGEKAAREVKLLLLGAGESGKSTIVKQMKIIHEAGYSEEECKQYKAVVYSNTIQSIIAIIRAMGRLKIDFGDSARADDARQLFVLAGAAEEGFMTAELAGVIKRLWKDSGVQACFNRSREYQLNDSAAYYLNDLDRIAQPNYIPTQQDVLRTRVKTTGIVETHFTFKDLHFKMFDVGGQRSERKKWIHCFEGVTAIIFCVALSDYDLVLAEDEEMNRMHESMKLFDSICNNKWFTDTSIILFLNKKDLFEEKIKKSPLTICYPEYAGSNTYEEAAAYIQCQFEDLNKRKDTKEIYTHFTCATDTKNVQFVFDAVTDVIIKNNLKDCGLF
GAA glycogen = inhibitors or activators of human alpha-glucosidase glycogen cleavage | P10253 | recombinant GAA, glycogen substrate, Amplex Red glucose oxidase fluorescence | Potency, µM (highest dose often 76.4 µM), inactives show top-dose activity change, negative = inhibition, hits mostly inhibitors | 300,000 tested, 0.38% active | AID 2100;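 note: 0% = full enzyme reaction and -100% = no-enzyme basal signal; the screen sought inhibitors and activators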
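Recombinant human alpha-glucosidase (4 nM final) hydrolysed bovine liver glycogen (30 ug) for 40 min at 37 C in pH 5.0 citrate/phosphate with 0.01% Tween-20. Released glucose detected by glucose oxidase/Amplex Red, Ex 573/Em 610 nm. Compounds up to 77 uM; AC50 from Hill fits.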
GAA inhib = inhibitors of human lysosomal alpha-glucosidase; P10253; purified human GAA, 4-MU-alpha-glucoside fluorescence; Potency, µM (titrated, usually from 76.9 µM), for the others: top-dose activity change, negative = inhibition, actives largely listed as inhibitors; 200,000 tested, 0.005% active; AID 1466;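 note: plate controls were uninhibited enzyme wells for no effect and no-enzyme background for full effect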
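Fluorescence at Ex 365/Em 440 nm from 4-methylumbelliferone reported enzyme activity after 20 min at room temperature. Reactions used 4 nM enzyme and 400 uM substrate at pH 5.0; curves fitted with the Hill equation.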
JMJD2E inh = inhibitors of human JMJD2E histone demethylase; B2RXH2; JMJD2E catalytic domain, FDH-coupled NADH fluorescence (FDH is formaldehyde dehydrogenase); Potency, µM (doses to about 57.1 µM), for the others: at the highest dose activity change, negative = inhibition, hits mostly inhibitors; 230,000 tested, 1.6% active; AID 2147; active = well fitted inhibition curve with a large enough effect, not every such curve was filed as active; inconclusive = small, poorly fitted or top-dose-only effect, or another doubt; inactive = no such curve, though single readings can be large or run the other way;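 note: 0% = wells with enzyme and -100% = buffer wells without enzyme; nearly all actives have a fitted effect of over 50% in size; many of its hits are not listed in these tables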
Target sequence (B2RXH2 1-337 limits assumed): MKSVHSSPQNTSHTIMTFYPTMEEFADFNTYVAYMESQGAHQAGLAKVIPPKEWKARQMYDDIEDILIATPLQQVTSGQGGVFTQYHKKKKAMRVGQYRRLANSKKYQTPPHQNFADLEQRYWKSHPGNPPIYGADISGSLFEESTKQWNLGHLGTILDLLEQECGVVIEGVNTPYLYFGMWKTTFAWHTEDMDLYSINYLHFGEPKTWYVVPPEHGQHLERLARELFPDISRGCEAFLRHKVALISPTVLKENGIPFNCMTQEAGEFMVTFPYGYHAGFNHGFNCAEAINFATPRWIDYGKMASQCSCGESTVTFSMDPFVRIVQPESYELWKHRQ
Active calls of the source: *; ? = inconclusive; / = no result given; & = joins results of further samples; [ ] = remark or other dose. Unless noted, calls come from the whole dose curve; as a rule, active = well fitted curve in the direction sought with a large enough effect; inconclusive = small, poorly fitted or top-dose-only effect, or another doubt; inactive = no such curve, though single readings can be large; an effect the other way counts as inactive or inconclusive. Potency is the fitted concentration of half-maximal effect.

SMILES	ALDH1A1 block	SMN2 splice up	aGlu spleen mod	GLA spleen mod	GoLoco inh red	GAA glycogen	GAA inhib	JMJD2E inh
CCOC(=O)NC(=O)CSc1ccc(C)cc1C	-1%	11%	5%	6%	3%	3%	0%	2%
O=C(c1cccnc1)N1CCC(Oc2ccc(C(=O)N3CCCCO3)cc2)CC1	?	/	0%	-1%	12%	3%	?	10%
Cc1ccc(S(=O)(=O)N(CC(=O)N/N=C/c2ccco2)Cc2ccccc2)cc1	?	-16%	-29%	-3%	6%	7%	-8%	-18%
Cc1nonc1NC(=O)CSc1nc(C2CCCCC2)nc2ccccc12	-8%	-38%	-5%	7%	-10%	18%	-15%	5%
COc1ccc(-c2nnc(SCC(=O)Nc3ccc(C)cc3)n2C)cc1	-3%	-17%	-6%	-7%	3%	6%	3%	6%
O=C(NCc1ccccc1)C(Cc1ccccc1)N1C(=O)C2C3CCC(C3)C2C1=O (configuration not stated)	?	-7%	-8%	0%	-6%	-11%	-5%	4%
CC(=O)N1CCN2C(=O)C1CCCC(=O)c1cc(C3CCCCC3)ccc12 (configuration not stated)	?	-11%	-5%	-21%	7%	8%	-2%	5%
COCCNc1c(-c2ccc(OC)c(OC)c2)nc2ccc(Cl)cn12	-8%	/	9%	9%	22%	-18%	11%	?
OCC1CCCCN1C(=S)Nc1ccc(Cl)cc1Cl (configuration not stated)	-3%	7%	-15%	-11%	14%	-14%	?	44%[activator]
O=[N+]([O-])c1cccnc1N1CCC(c2cc(-c3cccc(C(F)(F)F)c3)n[nH]2)CC1	-6%	-33%[inhibitor]	2%	2%	0%	-7%	?	-1%
CN1CCN(CCc2nc3cc(NC(=O)COc4ccccc4)ccc3n2C)CC1	2%	-24%	-11%	-6%	-9%	-2%	-3%	-6%
Cc1ccc(CNC(=O)c2csc3c2CCCCC3)cc1	10%	12%	-2%	-6%	-2%	8%	-3%	2%
Cc1ccc(OCc2ccc(C(=O)NN)o2)cc1C	/	/	0%	2%	-24%	-24%	/	12%
CSc1nnc2c(n1)OC(C)N(C(=O)c1ccccc1)c1ccccc1-2 (configuration not stated)	?	-10%	-9%	-11%	1%	2%	-1%	-6%
Cc1ccc(S(=O)(=O)C2C(=O)N(C)C3(C)CC2c2ccccc2O3)cc1C (configuration not stated)	0%	/	-3%	-19%	/	-2%	-2%	20%
Cc1ccc(-c2ccc(C(=O)NCc3ccc(Cl)cc3)o2)c2ccccc12	?	-30%	2%	10%	12%	-2%	-5%	?
O=C(NCCCCNC(=O)c1ccc(Cl)s1)c1ccc(Cl)s1	4%	0%	-9%	-5%	11%	2%	3%	-1%
COc1ccccc1NS(=O)(=O)c1cc(NC(=O)c2ccc3c(c2)OCCO3)ccc1C	?	-52%[inhibitor]	-18%	-20%	5%	5%	-26%	?
CC1(C)CC(=O)C=C(Nc2ccc(C(=O)O)cc2)C1	3%	11%	-5%	-5%	-2%	-1%	-6%	?
COCCNC(=S)N1CCC(NC(=O)Nc2ccc(C)cc2)CC1	9%	/	-2%	4%	16%	-6%	?	5%
CC(C)c1ccc(NC(=S)NC2CCCCCC2)cc1	-4%	13µM*	2%	5%	11%	-14%	8%	4%
CCNC(=O)c1cc2c(=O)n3cccc(C)c3nc2n(Cc2ccc(C)cc2)c1=N	?	11%	4%	1%	-1%	3%	11%	?
COc1ccc(NC(=O)C2CCCN(c3c4c(nc5ncnn35)CCC4)C2)cc1 (configuration not stated)	?	-3%	-1%	6%	4%	2%	-2%	-1%
Cc1ccccc1C(=O)c1cccn1CC(=O)NCc1ccc(Cl)cc1	11%	9%&3%	3%	-3%	12%	-4%	-2%	6%
CCC1C(=O)N=C(SCC(=O)NC2CCCCC2)NC1=O (configuration not stated)	25µM*	-14%	-2%	-6%	12%	13%	?	-9%

Results in JMJD2E inh, aGlu spleen mod and GAA glycogen (7 entries from above):
Molecule | JMJD2E inh | aGlu spleen mod | GAA glycogen
COCCNc1c(-c2ccc(OC)c(OC)c2)nc2ccc(Cl)cn12 | ? | 9% | -18%
OCC1CCCCN1C(=S)Nc1ccc(Cl)cc1Cl (configuration not stated) | 44%[activator] | -15% | -14%
O=[N+]([O-])c1cccnc1N1CCC(c2cc(-c3cccc(C(F)(F)F)c3)n[nH]2)CC1 | -1% | 2% | -7%
CN1CCN(CCc2nc3cc(NC(=O)COc4ccccc4)ccc3n2C)CC1 | -6% | -11% | -2%
Cc1ccc(CNC(=O)c2csc3c2CCCCC3)cc1 | 2% | -2% | 8%
Cc1ccc(OCc2ccc(C(=O)NN)o2)cc1C | 12% | 0% | -24%
CSc1nnc2c(n1)OC(C)N(C(=O)c1ccccc1)c1ccccc1-2 (configuration not stated) | -6% | -9% | 2%

(list continues)
SMILES	ALDH1A1 block	SMN2 splice up	aGlu spleen mod	GLA spleen mod	GoLoco inh red	GAA glycogen	GAA inhib	JMJD2E inh
CCC1CCc2c(sc(NC(=O)c3cccnc3)c2C(N)=O)C1 (configuration not stated)	?	19%	-19%	-8%	16%	9%	4%	?
CCOc1ccccc1NC(=O)C(CC(C)C)NC(=O)C1CCCCC1 (configuration not stated)	2%	0%	-2%	1%	15%	-2%	-1%	-3%
Cc1c(Br)c(C(F)(F)F)nn1CC(=O)NCc1ccccc1	4%	4%	3%	5%	10%	-3%	-6%	10%
COc1cc2oc(=O)cc(-c3ccc(-c4ccc(C#N)cc4)cc3)c2c(OC)c1OC	-11%	/	1%	13%	4%	/	/	/
COc1ccc(/C=C2/SC(=O)N(CC(O)Cn3c4ccccc4c4ccccc43)C2=O)cc1 (configuration not stated)	?	-20%	-4%	-11%	-11%	10%	-2%	-1%
CC1CCCCN1S(=O)(=O)c1ccc(NC(=O)c2cccc(-n3cnnn3)c2)cc1 (configuration not stated)	25µM*	-6%	-2%	2%	11%	-5%	2%	-10%
CCC1(C(=O)c2ccc(Cl)cc2)C2c3ccccc3OC(=O)C21C(=O)Nc1ccccc1 (configuration not stated)	-1%	5%	-1%	0%	-3%	-11%	8%	4%
Cc1cc2c(N3CCCCC3C)ncnc2s1 (configuration not stated)	2%	-47%[inhibitor]	-5%	-5%	3%	-28%	6%	5%
O=C(c1ccc(Br)s1)N1CCCC1	-13%	/	6%	9%	-2%	8%	-10%	4%
O=C(C[n+]1ccccc1)N/N=C/c1ccc(O)cc1	0%	/	-8%	-2%	15%	-3%	6%	-28%
CCCCn1c(=O)c(CCC(=O)OCC(=O)NCc2ccc(OC)c(OC)c2)nc2ccccc21	-5%	9%	-1%	3%	-5%	-2%	-3%	?
Cc1ccc(Cn2c(O)c(N=O)c3ccccc32)cc1	6%	1%	-1%	-3%	-7%	1%	8%	-5%
O=C(NC1CCCC1)C1CCN(c2nccs2)CC1	1%	-11%	-2%	-5%	2%	7%	-4%	1%
CCOC(=O)Cc1csc(NC(=O)/C=C/c2ccc(Cl)cc2)n1	/	/	-5%	0%	9%	-5%	/	?
CCOC(=O)c1cc(NC(=O)NCc2ccco2)c(C)nc1C	1%	1%	0%	-29%	6%	-2%	-6%	0%
CC1CCN(C(=O)CN(c2ccc(Oc3ccccc3)cc2)S(C)(=O)=O)CC1	?	-51%[inhibitor]	0%	3%	4%	-1%	2%	2%
Cc1cc(NC(=O)CN2CCCCC2)no1	?	1%	/	0%	4%	1%	2%	?
Cc1[nH]c2ccccc2c1C(=O)COc1ccccc1F	?	/	1%	-4%	7%	0%	-8%	-2%
COc1ccc(-c2cc(C)nc3nc(N)nn23)cc1	?	/	1%	-1%	-6%	0%	0%	?
CCOc1ccc(Nc2n[nH]c(=S)s2)cc1	1.3µM*	/	-1%	-1%	/	-26%	2%	-29%
Nc1nc(Nc2ccccc2)nc(N2CCOCC2)c1[N+](=O)[O-]	13µM*	29%	-1%	2%	10%	6%	-1%	-10%
O=C(NC1CC2CCC1C2)c1ccc(CN2CCOCC2)cc1 (configuration not stated)	?	26%	-3%	-4%	3%	12%	-1%	?
C=C(C)CNC(=S)NNC(=O)c1ccco1	2%	9%	1%	8%	3%	?	-3%	-2%
COc1ccccc1-c1nnc(SCC(=O)Nc2c(Cl)cccc2Cl)o1	22µM*	37%	-19%	-5%	11%	-2%	0%	3%
COc1cccc(C(c2nnnn2CCc2ccccc2)N2CCN(c3ccccc3)CC2)c1OC (configuration not stated)	?	-27%	-2%	2%	-12%	-5%	-7%	6%
NC(=O)COC(=O)c1cc(Cl)cc(Cl)c1N	?	-10%	17%	?	-5%	-2%	?	?
CC1=C(C(=O)OC(C)C)C(c2ccc(Br)s2)NC(=O)N1 (configuration not stated)	6%	-10%	-11%	-7%	-8%	-4%	0%	4%
CC(=C/c1ccco1)/C=N/N1CCN(c2ccccc2)CC1	?	?	-6%	-2%	9%	-2%	-7%	1%
Cc1cccc(OCC(=O)Nc2ccc3c(c2)OCO3)c1C	?	0%	-6%	-2%	6%	1%	3%	0%
COc1cc2c(cc1N/C=C(\C#N)c1nc(-c3ccc(F)cc3)cs1)oc1ccccc12	/	/	-2%	4%	11%	3%	/	16%

Four of the entries above in order of their number in GLA spleen mod, low to high.
| Molecule | ALDH1A1 block | SMN2 splice up | aGlu spleen mod | GLA spleen mod | GoLoco inh red | GAA glycogen | GAA inhib | JMJD2E inh |
| --- | --- | --- | --- | --- | --- | --- | --- | --- |
| CC(=O)N1CCN2C(=O)C1CCCC(=O)c1cc(C3CCCCC3)ccc12 (configuration not stated) | ? | -11% | -5% | -21% | 7% | 8% | -2% | 5% |
| COc1ccc(/C=C2/SC(=O)N(CC(O)Cn3c4ccccc4c4ccccc43)C2=O)cc1 (configuration not stated) | ? | -20% | -4% | -11% | -11% | 10% | -2% | -1% |
| COc1ccc(-c2nnc(SCC(=O)Nc3ccc(C)cc3)n2C)cc1 | -3% | -17% | -6% | -7% | 3% | 6% | 3% | 6% |
| CCCCn1c(=O)c(CCC(=O)OCC(=O)NCc2ccc(OC)c(OC)c2)nc2ccccc21 | -5% | 9% | -1% | 3% | -5% | -2% | -3% | ? |

Not all compounds are listed, so the mix of outcomes need not match the whole.
